Furin inh: human furin inhibitors, primary screen, biochemical, fluorescence intensity; inhibition, % at 30 µM; purified furin, fluorogenic substrate cleavage; 0.061% of 220,000 active; P09958; in the data active = inhibition above about 25%; note: inactives centre near -15
RBBP9 inhibitor: human RBBP9 inhibitors, primary screen, biochemical, fluorescence polarization, FP-Rh probe, HTS; AID 1515, 2009; Serine hydrolase RBBP9 (Homo sapiens), O75884; 0.2% of 220,000 active; inhibition, % at 7.94 µM; recombinant RBBP9;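 active = inhibition above the campaign mean of all tested compounds plus 3 SD, cut at about 14% in these data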;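 note: plate controls were DMSO wells with RBBP9 for no effect and wells lacking RBBP9 protein for full effect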
Target sequence (O75884 whole entry, looked up): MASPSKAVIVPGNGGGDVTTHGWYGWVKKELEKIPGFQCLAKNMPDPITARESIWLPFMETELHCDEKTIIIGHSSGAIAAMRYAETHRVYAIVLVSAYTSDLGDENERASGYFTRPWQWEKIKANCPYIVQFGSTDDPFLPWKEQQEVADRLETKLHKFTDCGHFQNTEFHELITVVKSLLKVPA
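Measured by – fluorescence polarization · Test system – RBBP9 protein · Input – 2.5 µM RBBP9 dispensing solution, before mixing · Measure – percent inhibition from mP, scaled between DMSO and no-protein wells · Benchmarks – DMSO-treated enzyme wells and wells lacking RBBP9 · Times – preincubation 30 min plus labeling 45 min at 25 °C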
EP2 antag: human EP2 receptor antagonists, primary screen, TR-FRET cAMP, C6 glioma cells | inhibition, % at 25 µM | 0.52% of 260,000 active | C6 glioma cells expressing human EP2; cells stimulated with saturating PGE2 | Prostaglandin E2 receptor EP2 subtype (Homo sapiens), P43116;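 active = percent inhibition above 40 after rounding to a whole number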;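 note: rat C6 glioma host cells with rolipram phosphodiesterase inhibitor present; the protocol text gives 20 µM as final concentration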
PPC-1+TRAIL kill: compounds killing PPC-1 cancer cells with TRAIL present, primary screen, TRAIL potentiator project, ATPLite luminescence, uHTS; PPC-1 cells + TRAIL, ATPLite viability luminescence; 0.41% of 220,000 active; cell killing (% activity), % at 4 µM; AID 1443, 2008;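 active = cell killing above 50% in the first pass at 4 µM, then a duplicate retest at 5 µM averaging 50% or more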;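 note: plate controls were cells with TRAIL plus DMSO for no effect and medium-only wells lacking cells for full effect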
p47phox inh: p47phox/p22phox peptide binding inhibitors, primary screen, biochemical, uHTS, NADPH oxidase regulatory subunit. Neutrophil cytosol factor 1 (Homo sapiens), P14598. fluorescence polarization, 2 h. inhibition, % at 24.7 µM. 0.53% of 220,000 active;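 active = inhibition above about 30%, limit read from the data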;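 note: 0% = p47phox with labelled peptide and 100% = labelled peptide alone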
Tb hexokinase: Trypanosoma brucei hexokinase 1 inhibitors, primary screen, biochemical, G6PDH-coupled NADH absorbance, MLSCN library | inhibition, % at 10 µM | recombinant TbHK1, G6PDH-coupled NADH A340 | hexokinase 1 [Trypanosoma brucei] | 0.11% of 220,000 active | AID 1430, 2008;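 active = inhibition of 50% or more in the single-dose primary screen; inactive = inhibition below 50%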
Ba/F3 V617F tox: reduced viability of JAK2V617F-dependent Ba/F3 cells, primary screen, JAK2V617F inhibitor project, cell-based, Ba/F3 EpoR-JAK2V617F, luminescence. inhibition, % at 5.6 µM. ATP luminescence. AID 1446, 2008. 1.1% of 220,000 active;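 active = inhibition above the campaign mean plus 3 SD over all tested compounds, cut at about 24% in these data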;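 note: cytokine-independent growth of Ba/F3 cells driven by EpoR plus mutant JAK2; 0% = DMSO-treated cells and 100% = JAK inhibitor I control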
BaF3 parental: parental Ba/F3 cell viability inhibition, counter-screen for JAK2V617F inhibitor project, murine pro-B, CellTiter-Glo luminescence. CellTiter-Glo ATP luminescence. inhibition, % at 5.6 µM. 1.1% of 220,000 active;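 active = inhibition above a per-campaign cutoff, the mean inhibition of all tested compounds plus 3 SD, cut at about 27% in these data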;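 note: 0% = DMSO wells and 100% = JAK Inhibitor I control wells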
p97 ATPase inh: inhibitors of human p97 ATPase, primary screen, biochemical; AID 1481, 2009; inhibition, % at 8 µM; 0.42% of 220,000 active; recombinant p97 ATPase, Kinase-Glo ATP luminescence, 3 h; Transitional endoplasmic reticulum ATPase (Homo sapiens), P55072; in the data active = inhibition above about 15%;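 note: 0% = DMSO vehicle and 100% = wells lacking enzyme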
Target sequence (P55072 whole entry, looked up): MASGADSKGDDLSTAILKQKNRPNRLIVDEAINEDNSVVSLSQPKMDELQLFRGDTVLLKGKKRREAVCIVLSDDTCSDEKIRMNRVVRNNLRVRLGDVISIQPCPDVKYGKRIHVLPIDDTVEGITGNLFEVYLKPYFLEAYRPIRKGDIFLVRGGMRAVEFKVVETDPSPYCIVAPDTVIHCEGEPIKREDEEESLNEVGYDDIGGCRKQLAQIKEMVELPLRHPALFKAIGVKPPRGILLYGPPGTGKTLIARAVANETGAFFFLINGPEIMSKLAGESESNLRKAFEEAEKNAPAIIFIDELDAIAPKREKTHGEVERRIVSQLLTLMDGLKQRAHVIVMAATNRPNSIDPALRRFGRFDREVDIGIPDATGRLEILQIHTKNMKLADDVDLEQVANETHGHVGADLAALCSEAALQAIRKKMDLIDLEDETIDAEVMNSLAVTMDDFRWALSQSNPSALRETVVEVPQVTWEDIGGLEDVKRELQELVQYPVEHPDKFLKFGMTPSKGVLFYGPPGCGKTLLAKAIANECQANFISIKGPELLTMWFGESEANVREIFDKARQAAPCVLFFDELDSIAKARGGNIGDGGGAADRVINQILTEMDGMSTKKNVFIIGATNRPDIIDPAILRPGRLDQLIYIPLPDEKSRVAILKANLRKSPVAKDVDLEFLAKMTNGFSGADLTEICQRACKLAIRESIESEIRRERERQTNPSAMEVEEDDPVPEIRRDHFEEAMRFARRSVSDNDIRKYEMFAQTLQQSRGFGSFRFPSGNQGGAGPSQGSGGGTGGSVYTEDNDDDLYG
* marks the source's active call; other numbers are inactive results; & = joins results of further samples; [ ] = another dose, or the depositor's remark. A portion of the library; rates above refer to the full screens.

What do the screens show for `CC1(C)CC(CC(=O)Nc2nccs2)(c2ccccc2)CCO1` (stereo unspecified)?
Furin inh: -6; RBBP9 inhibitor: -5; EP2 antag: 4; PPC-1+TRAIL kill: 3; p47phox inh: -2; Tb hexokinase: 0; Ba/F3 V617F tox: 0; BaF3 parental: 3; p97 ATPase inh: 5

Results for CCOC(=O)c1ccc(NC(=O)C2CCN(C(=O)c3ccc(OC)c(OC)c3)CC2)cc1 ?
Furin inh: -4[20 µM]; RBBP9 inhibitor: 2; EP2 antag: 2; PPC-1+TRAIL kill: 19; p47phox inh: 0; Tb hexokinase: -7; Ba/F3 V617F tox: -5; BaF3 parental: 1; p97 ATPase inh: -1

Results for COC(=O)NNC(=O)COc1ccc2ccccc2c1Br ?
Furin inh: -24; RBBP9 inhibitor: -8; EP2 antag: 11; PPC-1+TRAIL kill: 22; p47phox inh: -1; Tb hexokinase: 10; Ba/F3 V617F tox: 2; BaF3 parental: 8; p97 ATPase inh: -7

What do the screens show for `Cc1cc(C)nc(N(C#N)CC(=O)c2ccccc2)n1`?
Furin inh: -25[20 µM]; RBBP9 inhibitor: 6; EP2 antag: 13; PPC-1+TRAIL kill: 50; p47phox inh: -8; Tb hexokinase: -2; Ba/F3 V617F tox: 1; BaF3 parental: 7; p97 ATPase inh: -1

Results for COC(=O)Oc1cncc(C(=O)O)c1 ?
Furin inh: -15[20 µM]; RBBP9 inhibitor: -5; EP2 antag: 16; PPC-1+TRAIL kill: 8; p47phox inh: 4; Tb hexokinase: 2; Ba/F3 V617F tox: 2; BaF3 parental: 2; p97 ATPase inh: -4

How did CC(C)CCN1CC(C(=O)NC(C)C)CC1=O (stereo unspecified) do in these assays?
Furin inh: -14; RBBP9 inhibitor: -9; EP2 antag: 4; PPC-1+TRAIL kill: -4; p47phox inh: -2; Tb hexokinase: 1; Ba/F3 V617F tox: -3; BaF3 parental: 0; p97 ATPase inh: 3

How did Cc1ccc(NC(=S)NCCc2c[nH]c3ccccc23)cc1 do in these assays?
Furin inh: -17; RBBP9 inhibitor: -6; EP2 antag: 15; PPC-1+TRAIL kill: -40; p47phox inh: -11; Tb hexokinase: 6; Ba/F3 V617F tox: 0; BaF3 parental: 1; p97 ATPase inh: -8

Results for Cc1cc(N2CCOCC2)nc2ccc(NC(=O)C3CCC(C)CC3)cc12 (stereo unspecified) ?
Furin inh: -25; RBBP9 inhibitor: 4; EP2 antag: 12; PPC-1+TRAIL kill: 2; p47phox inh: -5; Tb hexokinase: -11; Ba/F3 V617F tox: 4; BaF3 parental: 13; p97 ATPase inh: -4

What do the screens show for `CSc1sc(-c2ccnc(SCCS(C)(=O)=O)n2)c(-c2ccccc2)c1C#N`?
Furin inh: -23; RBBP9 inhibitor: -6; EP2 antag: 20; PPC-1+TRAIL kill: 29; p47phox inh: -11; Tb hexokinase: -15; Ba/F3 V617F tox: -2; BaF3 parental: 0; p97 ATPase inh: 10

Results for COc1cc(S(=O)(=O)n2nc(C)cc2C)c(OC)cc1Cl ?
Furin inh: 4[20 µM]; RBBP9 inhibitor: -1; EP2 antag: 8; PPC-1+TRAIL kill: 2; p47phox inh: 2; Tb hexokinase: -6; Ba/F3 V617F tox: 2; BaF3 parental: 6; p97 ATPase inh: 7

What do the screens show for `Cc1cc(NC(=O)c2ccc3c(c2)OCCO3)no1`?
Furin inh: -17; RBBP9 inhibitor: -4; EP2 antag: 14; PPC-1+TRAIL kill: 42; p47phox inh: -3; Tb hexokinase: -1; Ba/F3 V617F tox: -2; BaF3 parental: 2; p97 ATPase inh: 3

How did Cc1ccc(S(=O)(=O)NCCNC(=O)C2CCCNC2=O)cc1 (stereo unspecified) do in these assays?
Furin inh: -16[20 µM]; RBBP9 inhibitor: -11; EP2 antag: 13; PPC-1+TRAIL kill: -20; p47phox inh: 2; Tb hexokinase: 3; Ba/F3 V617F tox: 3; BaF3 parental: 4; p97 ATPase inh: -1

What do the screens show for `CCOC(=O)C1/C(=N\O)CC(C)(O)C(C(=O)OCC)C1c1ccc(OC)c(OC)c1` (stereo unspecified)?
Furin inh: -23; RBBP9 inhibitor: -6; EP2 antag: 10; PPC-1+TRAIL kill: 5; p47phox inh: -6; Tb hexokinase: 1; Ba/F3 V617F tox: -2; BaF3 parental: 3; p97 ATPase inh: 2

Results for CC(C)COC(=O)C(N)C(C(=O)OCC(C)C)c1ccccc1 (stereo unspecified) ?
Furin inh: -14; RBBP9 inhibitor: -9; EP2 antag: 4; PPC-1+TRAIL kill: -4; p47phox inh: 1; Tb hexokinase: -3; Ba/F3 V617F tox: 2; BaF3 parental: 6; p97 ATPase inh: -6

How did COC(=O)CSc1nnc(CNc2ccc(F)cc2)o1 do in these assays?
Furin inh: -25; RBBP9 inhibitor: 4; EP2 antag: 2; PPC-1+TRAIL kill: 33; p47phox inh: -12; Tb hexokinase: -11; Ba/F3 V617F tox: -1; BaF3 parental: 10; p97 ATPase inh: 3

What do the screens show for `CCOc1ccccc1NC(=O)CCN(c1ccc(C)cc1)S(=O)(=O)c1ccccc1`?
Furin inh: -13; RBBP9 inhibitor: -13; EP2 antag: 4; PPC-1+TRAIL kill: 14; p47phox inh: 7; Tb hexokinase: 34; Ba/F3 V617F tox: -2; BaF3 parental: 2; p97 ATPase inh: 1

Results for Cc1ccc(C)n1-c1sccc1C(=O)O ?
Furin inh: -25[20 µM]; RBBP9 inhibitor: 8; EP2 antag: 22; PPC-1+TRAIL kill: -14; p47phox inh: -30; Tb hexokinase: 25; Ba/F3 V617F tox: -1; BaF3 parental: 6; p97 ATPase inh: 7

Results for COc1ccccc1NC(=O)c1nn(-c2ccc(F)c(F)c2)ccc1=O ?
Furin inh: -15; RBBP9 inhibitor: -15; EP2 antag: 7; PPC-1+TRAIL kill: 8; p47phox inh: -8; Tb hexokinase: -10; Ba/F3 V617F tox: -1; BaF3 parental: 1; p97 ATPase inh: 4

What do the screens show for `Nc1cc(=O)[nH]c(SCC(=O)Nc2ccc(F)c(Cl)c2)n1`?
Furin inh: -20[20 µM]; RBBP9 inhibitor: -5; EP2 antag: 3; PPC-1+TRAIL kill: -16; p47phox inh: -14; Tb hexokinase: 0; Ba/F3 V617F tox: -3; BaF3 parental: 5; p97 ATPase inh: 4

Results for CCOc1cc(N2CCOCC2)c(OCC)cc1NC(=O)Cn1[nH]c(=O)c2ccccc2c1=O ?
Furin inh: -18; RBBP9 inhibitor: -6; EP2 antag: 2; p47phox inh: -9; Tb hexokinase: 1; Ba/F3 V617F tox: 2; BaF3 parental: 5; p97 ATPase inh: 1

How did Cc1nc(NS(=O)(=O)c2ccccc2)sc1C(=O)NN do in these assays?
Furin inh: -11; RBBP9 inhibitor: 1; EP2 antag: 7&7; p47phox inh: 0; Tb hexokinase: -2; Ba/F3 V617F tox: 4; BaF3 parental: 12; p97 ATPase inh: 0

How did CCCSc1nc(O)c(C(c2ccc(OC)c(O)c2)c2c(O)nc(SCCC)n(C)c2=O)c(=O)n1C do in these assays?
Furin inh: -8; RBBP9 inhibitor: 0; EP2 antag: 4; PPC-1+TRAIL kill: 27; p47phox inh: -9; Tb hexokinase: 5; Ba/F3 V617F tox: -3; BaF3 parental: 1; p97 ATPase inh: 1

How did Cc1cc(NC(=O)c2ccc(S(=O)(=O)N(C)C)cc2)no1 do in these assays?
Furin inh: -19; RBBP9 inhibitor: -11; EP2 antag: 9; PPC-1+TRAIL kill: 13; p47phox inh: -10; Tb hexokinase: 2; Ba/F3 V617F tox: 1; BaF3 parental: 1; p97 ATPase inh: -5

What do the screens show for `Cc1ccc(-c2noc(CN(C(=O)CCCN3C(=O)c4ccccc4C3=O)C(C)C)n2)cc1`?
Furin inh: 12[20 µM]; RBBP9 inhibitor: -3; EP2 antag: 8; Tb hexokinase: -6; Ba/F3 V617F tox: -3; BaF3 parental: -1; p97 ATPase inh: -1

Results for Nc1ncc2c(n1)-c1ccccc1CC2 ?
Furin inh: -27; RBBP9 inhibitor: -10; EP2 antag: 6; PPC-1+TRAIL kill: -9; p47phox inh: -7; Tb hexokinase: -7; Ba/F3 V617F tox: -1; BaF3 parental: 3; p97 ATPase inh: 4

How did COc1ccc(S(=O)(=O)N(c2onc(C)c2Cl)S(=O)(=O)c2ccc(OC)cc2)cc1 do in these assays?
Furin inh: -9[20 µM]; RBBP9 inhibitor: -6; EP2 antag: 11; PPC-1+TRAIL kill: 5; p47phox inh: -14; Tb hexokinase: -1; Ba/F3 V617F tox: -1; BaF3 parental: 5; p97 ATPase inh: 7

What do the screens show for `O=S(=O)(/N=C(/Nc1ccccc1)c1ccccc1)c1cccs1`?
Furin inh: -16; RBBP9 inhibitor: -4; EP2 antag: 4; PPC-1+TRAIL kill: 4; p47phox inh: -4; Tb hexokinase: -3; Ba/F3 V617F tox: 4; BaF3 parental: 4; p97 ATPase inh: -2

Results for COc1ccc(-n2c(=O)c3ccccc3n(CC(=O)Nc3cccc(OC)c3)c2=O)cc1 ?
Furin inh: -17; RBBP9 inhibitor: -11; EP2 antag: 7; PPC-1+TRAIL kill: 24; p47phox inh: -9; Tb hexokinase: -2; Ba/F3 V617F tox: -5; BaF3 parental: -4; p97 ATPase inh: 2

What do the screens show for `Cc1ccc(C(=O)NCCN2C3=NC[C@@H](Cc4ccccc4)N3C[C@H]2Cc2ccc(O)cc2)cc1Br`?
Furin inh: -11; RBBP9 inhibitor: -5; EP2 antag: 17; PPC-1+TRAIL kill: -6; p47phox inh: -9; Tb hexokinase: 7; Ba/F3 V617F tox: -6; BaF3 parental: 4; p97 ATPase inh: 20*

Results for O=C(CSc1ccc([N+](=O)[O-])cn1)Nc1ccc2c(c1)OCCO2 ?
Furin inh: -24; RBBP9 inhibitor: -5; EP2 antag: 7; PPC-1+TRAIL kill: -4; p47phox inh: -8; Tb hexokinase: -16; Ba/F3 V617F tox: 0; BaF3 parental: 1; p97 ATPase inh: 1

What do the screens show for `COc1ccc(C2CC2/C(C)=N/OC(=O)C2CC2)cc1` (stereo unspecified)?
Furin inh: -17; RBBP9 inhibitor: -5; EP2 antag: 4; PPC-1+TRAIL kill: 19; p47phox inh: -2; Tb hexokinase: 3; Ba/F3 V617F tox: -5; BaF3 parental: -2; p97 ATPase inh: 10

How did CCOCCCNC(=O)Cc1cc(=O)[nH]c(=O)[nH]1 do in these assays?
Furin inh: -33; RBBP9 inhibitor: -8; EP2 antag: 5; PPC-1+TRAIL kill: 2; p47phox inh: -20; Tb hexokinase: 2; Ba/F3 V617F tox: -2; BaF3 parental: 7; p97 ATPase inh: 5

An excerpt from the list above, for reference:
What do the screens show for `CCOc1ccccc1NC(=O)CCN(c1ccc(C)cc1)S(=O)(=O)c1ccccc1`?
Furin inh: -13; RBBP9 inhibitor: -13; EP2 antag: 4; PPC-1+TRAIL kill: 14; p47phox inh: 7; Tb hexokinase: 34; Ba/F3 V617F tox: -2; BaF3 parental: 2; p97 ATPase inh: 1

Results for Cc1ccc(C)n1-c1sccc1C(=O)O ?
Furin inh: -25[20 µM]; RBBP9 inhibitor: 8; EP2 antag: 22; PPC-1+TRAIL kill: -14; p47phox inh: -30; Tb hexokinase: 25; Ba/F3 V617F tox: -1; BaF3 parental: 6; p97 ATPase inh: 7

Screening data deposited in PubChem BioAssay by several laboratories.
